# Bioassay records (PubChem)
# IL-1B inflam inh = inhibitors of inflammasome signaling (IL-1 beta secretion); 4.7% of 360,000 active; THP-1 LPS/ATP IL-1B secretion, AlphaLISA, 16 h; hits give low values; activity change, % at 57.5 µM; in the data active means activity change below about -50%; inconclusive means mostly about -30% to -49%; further: on the % scale 0 is the no-effect control and ±100 the full control effect
#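 Secreted IL-1B measured by AlphaLISA bead assay after 16 h compound exposure of THP-1 cells; compounds (final up to 57.5 uM) added 1 h before LPS (250 ng/mL) and ATP (1.25 mM) stimulation; lower signal means less secretion.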
# ATXN2 expr inh = ATXN2 expression inhibition; HEK-293 ATXN2-luciferase reporter, luminescence, 24 h; 0.72% of 360,000 active; Potency, µM (highest dose often 57 µM), for inactives: at the highest dose activity change, negative = inhibition, actives largely listed as inhibitors; further: potency means the concentration at half of the fitted maximal effect; on the % scale 0 is the no-effect control and ±100 the full control effect; nearly all actives have a fitted effect of over 55% in size
#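 ATXN2-luciferase reporter cells (luciferase flanked by upstream and downstream ATXN2 gene portions) were treated 24 h at 37 °C with compounds at up to 57 uM. SteadyGlo luminescence gave expression; GF-AFC fluorescence gave viability.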
# MCF10A rereplic = inducers of DNA re-replication in MCF 10A breast cells; AID 624296; 2.9% of 350,000 active; Potency, µM (series often up to 46.1 µM), inactives show at the highest dose activity, positive = re-replication, usual class: activators; MCF 10A DNA re-replication, Hoechst nuclear intensity, 48 h; further: potency means the concentration at half of the fitted maximal effect; % of control where 0% means no effect; nearly all actives have a fitted effect of over 50% in size
# HepG2 tox = counter-screen for TGF-b inhibitors: cytotoxicity in HepG2 cells | HepG2 CAGA-GFP viability, ATP luminescence, 18 h | Potency, µM (doses to about 46.1 µM), for inactives: at the top dose activity change, negative = cytotoxicity, actives largely listed as cytotoxic | 0.76% of 410,000 active | AID 588856; further: potency means the concentration at half of the fitted maximal effect; some results filed as inactive show a strong effect at the top dose
#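 CellTiter-Glo luminescence gave cytotoxicity after 18 hours at 37 degrees C. The cells were HepG2 CAGA-GFP in 1% FBS DMEM, stimulated with 500 pg/mL TGF-beta after compound addition. %Activity was normalised to no-cell wells (complete cell-killing) and DMSO (no toxicity), and curves were fitted and classified.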
# SW480 rerep = DNA re-replication induction in SW480 cells. AID 624297. SW480 DNA re-replication, Hoechst DNA content imaging, 48 h. Potency, µM (highest dose often 46.1 µM), for the others: top-dose re-replication activation, most hits filed as activators. 1.8% of 340,000 active; further: potency means the concentration at half of the fitted maximal effect; % of control where 0% means no effect; nearly all actives have a fitted effect of over 55% in size
#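 Quantitative HTS format with DMSO vehicle controls; 48 hr drug incubation at 37 C, then 40 min Hoechst staining and scanning imager measurement at 405 nm excitation.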
# KB-3-1 cytotox = kills parental KB-3-1 adenocarcinoma cells | KB-3-1 viability, CellTiter-Glo ATP luminescence, 72 h | Potency, µM (highest dose often 46.1 µM), inactives show at the highest dose activity change, negative = cytotoxic, hits mostly cytotoxic | 1.4% of 400,000 active | AID 1347075; further: potency means the concentration at half of the fitted maximal effect; on the % scale 0 is the no-effect control and ±100 the full control effect; nearly all actives have a fitted effect of over 60% in size
#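 Here the drug-naive KB-3-1 line serves as comparator for MDR sub-line selectivity; cells received compound titrations, 72 h at 37 °C, then CellTiter-Glo readout.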
# HT1080 IDH1KD tx = toxicity to HT-1080 IDH1 knockdown cells (counter line); HT-1080 IDH1 knockdown viability, ATP luminescence, 48 h; Potency, µM (series often up to 46.1 µM), for the others: at the top dose activity, negative = toxicity, hits mostly cytotoxic; 2% of 360,000 active;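 further: potency means the concentration at half of the fitted maximal effect; 0% = DMSO wells and -100% = cell-free medium wells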
#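 Knockdown cells (IDH1KD HT-1080) received compounds 2 h after plating at 750 cells/well and were kept 48 h at 37 °C in 5% FBS RPMI. A CellTiter-Glo luminescence read gave % activity for curve fitting.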
# S2 tox = viability counter-screen for ATXN expression inhibitors; S2 cells (HEK-293 line with an ATXN2-luciferase reporter) viability, CellTiter-Fluor protease fluorescence, 24 h; AID 651635; Potency, µM (titrated, usually from 56.7 µM), most hits filed as cytotoxic; 0.49% of 400,000 active; further: potency means the concentration at half of the fitted maximal effect; nearly all actives have a fitted effect of over 40% in size
# HT1080-NT tox = kills 2HG-producing HT-1080-NT fibrosarcoma cells. HT-1080-NT fibrosarcoma viability, CellTiter-Glo ATP luminescence, 48 h. AID 686970. 1.6% of 360,000 active. Potency, µM (highest dose often 46.1 µM), without a hit: top-dose activity, negative = less viability, actives largely listed as cytotoxic;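 further: NT is the 2HG producing partner of a matched IDH1 knockdown line; potency means the concentration at half of the fitted maximal effect; 0% = DMSO-treated cells and -100% = media-only wells without cells; nearly all actives have a fitted effect of over 55% in size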
#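 Viability by CellTiter-Glo luminescence after 48 h compound exposure at 37C of HT-1080-NT cells (750/well, RPMI, 5% FBS). % activity scaled between DMSO wells and medium-only wells, then curve-fitted and categorized by curve class.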
# An asterisk follows results filed as active; i = inactive; ? = inconclusive; . = no result given; & = joins results of further samples; [ ] = dose if it differs, or a comment. Unless noted, the call rests on the fitted dose curve; in most records, active means well fitted curve in the direction sought with a large enough effect; inconclusive means small, poorly fitted or top-dose-only effect, or another doubt; inactive means no such curve, though single readings can be large; an effect the other way counts as inactive or inconclusive.
SMILES,IL-1B inflam inh,ATXN2 expr inh,MCF10A rereplic,HepG2 tox,SW480 rerep,KB-3-1 cytotox,HT1080 IDH1KD tx,S2 tox,HT1080-NT tox
c1ccc(N=C(c2cccs2)N2CCOCC2)cc1,-5,-1%,-1%,0%,-5%,20%,3%,i,5%
O=C(COC(=O)c1ccc(Cl)c(S(=O)(=O)NCc2ccccc2)c1)NCC1CCCO1 (stereo unspecified),17,.,14%,-12%,-2%,0%,5%,?,7%
CC1=Nn2c(nc(-c3ccccc3)c2-c2ccccc2)N(CC(N)=O)C(=O)C1,-12,4%,3%,-34%,-3%,2%,17%,?,6%
CC(C)Oc1ccc(C2CC(=O)N(c3ccccc3)C2=O)cc1 (stereo unspecified),10,8%,-1%,14%,-5%,18%,1%,?,1%
O=C(O)CN1C(=O)/C(=C\c2cc(Br)ccc2OCc2ccc(F)cc2)SC1=S,10,-16%,?,-6%,-7%,1%,0%,i,0%
Cn1cccc1/C=C1\SC(=O)N(c2ccccc2)C1=O,8,23%,10%,4%,0%,-1%,9%,i,1%
CC(=O)c1cccc(NC(=O)c2ccc3ccccc3c2)c1,?,52%[activator],8%,-45%,-2%,9%,9%,i,8%
Cc1ccc(S(=O)(=O)N2CCCCC2)cc1C(=O)NCc1ccccn1,12,-22%,5%,-45%,-6%,-5%,2%,i,-4%
CCOC(=O)N1CCN(CC(O)c2ccc3cc[nH]c3c2)CC1 (stereo unspecified),13,-8%,14%,4%,-17%,-10%,5%,i,9%
O=C(CSc1nc2cc(Cl)ccc2o1)c1cccs1,-10,6%,-4%,10%,2%,4%,9%,i,16%
COc1ccccc1-n1c(SCc2cc(=O)oc3cc(O)ccc23)nc2ccccc2c1=O,7,-22%,?,0%,4%,?,-4%,i,-6%
COCCNCC(=O)NCC12CC3CC(CC(C3)C1)C2,6,-6%,-4%,-14%,1%,-2%,7%,i,0%
CCC(C)(C)NC(=O)C(c1ccccc1Cl)N(C(=O)CCC(=O)Nc1cc(C)on1)c1ccc(NC(C)=O)cc1 (stereo unspecified),-18,-8%,7%,-12%,?,?,-3%,i,0%
COc1ccccc1NC1=CC(=O)CC(c2ccccc2)C1 (stereo unspecified),9,-7%,-4%,18%,2%,3%,10%,i,8%
COc1ccc(-c2nc3n(n2)C(=O)CC(c2ccco2)S3)cc1 (stereo unspecified),37,3%,-2%,-15%,3%,4%,8%,i,-3%

# 4 structures already listed, sorted by length of the SMILES, falling.
SMILES,IL-1B inflam inh,ATXN2 expr inh,MCF10A rereplic,HepG2 tox,SW480 rerep,KB-3-1 cytotox,HT1080 IDH1KD tx,S2 tox,HT1080-NT tox
COc1ccccc1-n1c(SCc2cc(=O)oc3cc(O)ccc23)nc2ccccc2c1=O,7,-22%,?,0%,4%,?,-4%,i,-6%
O=C(O)CN1C(=O)/C(=C\c2cc(Br)ccc2OCc2ccc(F)cc2)SC1=S,10,-16%,?,-6%,-7%,1%,0%,i,0%
Cc1ccc(S(=O)(=O)N2CCCCC2)cc1C(=O)NCc1ccccn1,12,-22%,5%,-45%,-6%,-5%,2%,i,-4%
Cn1cccc1/C=C1\SC(=O)N(c2ccccc2)C1=O,8,23%,10%,4%,0%,-1%,9%,i,1%

# Additional entries follow.
SMILES,IL-1B inflam inh,ATXN2 expr inh,MCF10A rereplic,HepG2 tox,SW480 rerep,KB-3-1 cytotox,HT1080 IDH1KD tx,S2 tox,HT1080-NT tox
COc1ccc(C2=NOC(Cn3nc(-c4ccccc4)cc3C(=O)NCc3ccco3)C2)cc1 (stereo unspecified),22,12%,3%,-1%,-3%,?,6%,i,17%
CO[C@H]1/C=C/O[C@@]2(C)Oc3c(C)c(O)c4c(O)c(c5c(c4c3C2=O)NC2(CCN(CC(C)C)CC2)N=5)=NC(=O)/C(C)=C\C=C\[C@H](C)[C@H](O)[C@@H](C)[C@@H](O)[C@@H](C)[C@H](OC(C)=O)[C@@H]1C,-14,-2%,1%&5%,-3%,-4%&4%,0%,-28%,?,?
CC(=O)OCC1(C)CN(c2ccccc2)N(C(C)=O)C1=O (stereo unspecified),12,.,9%,3%,-3%,-12%,?,i,21µM*
O=C(O)CC(C(=O)O)N1C(=O)/C(=C/c2ccc(-c3nc4ccccc4s3)o2)SC1=S (stereo unspecified),14,-15%,-2%,1%,-2%[9.22 µM],0%,-6%,i,-8%
Clc1ccc(CSc2nnc(-c3sccc3-n3cccc3)o2)cc1,-14,-13%,?,0%,-12%,-3%,-4%,i,-10%
COc1ccc(C(=O)N(c2ccccn2)C2CCCCC2)c(OC)c1,14,7%,0%,9%,-3%,-5%,3%,i,6%
Cc1cc(OC(C)C(=O)NCCCN2CCOCC2)c2c(C)cc(=O)oc2c1 (stereo unspecified),7,.,0%,-8%,-6%,1%,5%,i,-2%
CCCCNC(=O)C[C@@H]1C[C@@]2(C(=O)OC)CCCCC=C2N(Cc2cccc3ccccc23)C1=O,-22,?,.,.,.,?,?,?,?
C/C(Cn1cnc([N+](=O)[O-])n1)=N\NC(=O)c1ccc(O)cc1O,-3,2%,4%,24%,-109%[inhibitor],2%,1%,i,-17%
Cc1c(C(=O)N2CCN(c3ccccn3)CC2)oc2c1C(=O)CC(C)(C)C2,10,.,-1%,-15%,-16%,2%,7%,i,2%
CCC(C)C1Nc2ccc(C(=O)NCCc3ccc(OC)c(OC)c3)cc2NC1=O (stereo unspecified),11,-16%,?,6%,?,?,?,i,?
CC(Sc1nnc(-c2ccncc2)n1C)C(=O)NCC(=O)Nc1ccc(F)c(F)c1F (stereo unspecified),11,.,.,2%,.,-8%,9%,i,5%
O=C1OCCC1Sc1nnc(-c2ccco2)n1-c1ccccc1 (stereo unspecified),18,-26%,21%,-6%,-3%,17%,13%,?,14%
CC1C(=O)Nc2ccccc2N1C(=O)c1cccc(C(F)(F)F)c1 (stereo unspecified),24,.,7%,-3%,2%,-6%,-4%,i,2%
CCOC(=O)c1c(N)n(C2CC(C)(C)NC(C)(C)C2)c2nc3ccccc3nc12,-65*,-38%,?,6%,6%,-6%,?,.,?
CCCCn1c(N)c(N(CC(C)C)C(=O)c2ccc(S(=O)(=O)N(CC)c3ccccc3)cc2)c(=O)[nH]c1=O,2,8%,-6%,-3%,-113%[inhibitor],5%,1%,i,1%
NS(=O)(=O)c1cccnc1Nc1cccc(Cl)c1Cl,8,31%,2%,-16%,-12%,19%,0%,i,-9%
O=C1C2CCCN2C(c2cccc(Br)c2)N1c1ccc(F)cc1 (stereo unspecified),35,-6%,-1%,4%,-1%,-7%,10%,i,0%
O=[N+]([O-])c1cccnc1Nc1ccc(Cl)cc1,4,.,.,-20%,.,8%,4%,?,-1%
O=C(NCc1cccs1)c1cc2ccccc2o1,-18,57%[activator],-1%,-30%,1%,-7%,-1%,i,-2%
CC(C(=O)NC(C)(C)C)n1c(-c2ccccc2)nc2ccccc21 (stereo unspecified),-19,.,.,.,.,8%,1%,.,14%
CC(C)CNS(=O)(=O)c1cc(C(=O)OCC(=O)N(C)C2CCS(=O)(=O)C2)c(Cl)cc1Cl (stereo unspecified),?,.,12%,12%,3%,2%,-26%,?,?
COc1ccc(N2CCN(C(=O)c3ccc4[nH]c(C)c(C)c4c3)CC2)cc1,-4,.,-1%,9%,-5%,1%,0%,i,7%
CCCCOC(=O)Nc1nnc(-c2ccccc2OC)s1,17,1%,-7%,9%,-3%,-3%,18%,i,14%
CC(=O)c1ccc(N2CCN(S(=O)(=O)c3cc(-c4noc(C)n4)ccc3C)CC2)cc1,.,-3%,.,2%,.,10%,.,i,.
Cc1nnc(SCc2nnc(-c3cccs3)o2)n1Cc1ccccc1,9,-2%,-3%,22%,-2%,6%,-6%,i,6%
CCCn1c(NC(=O)c2cccc(C)c2C)nc2ccccc21,9,-24%,?,-54%,?,?,?,?,?
O=C(N/N=C/c1cccnc1)c1cccc(Cl)c1,1,17%,-4%,-11%,-14%,11%,22%,i,15%
c1ccc(Nc2nc(-c3ccncc3)nc3ccccc23)cc1,5,-25%,17%,-2%,3%,2%,13%,i,-5%
Cc1cc2[nH]ncc2cc1NC(=S)NC(=O)c1ccccc1,-1,12%,29%,-18%,1%,-12%,-10%,i,4%
COC(=O)CSc1nnc(CNC(=O)c2cccs2)n1-c1cc(OC)ccc1OC,-6,3%,-2%,0%,-9%,-1%,-14%,i,12%[9.24 µM]
COc1ccc(C2=NS(=O)(=O)N(C)C(C(=O)N3CCC(C(N)=O)CC3)=C2)cc1,-11,5%,-8%,2%,2%,26%,13%,i,-4%
NC(=O)C1CCN(CCC(=O)Nc2ccc(F)c(F)c2)CC1,-6,-25%,0%,5%,0%,-1%,4%,i,11%
CC(=O)c1cccc(-c2ccc(CN3C(CC(C)C)C(=O)N(Cc4cn(CC5CCCCC5)nn4)CCS3(=O)=O)cc2)c1 (stereo unspecified),-10,-4%,25%,-14%,-1%,?,-1%,i,-6%
CC(C)NC(=O)Nc1ccc2c(c1)C(=O)N([C@H](C)CO)C[C@H](C)[C@@H](CN(C)Cc1ccc3c(c1)OCO3)OCCCC[C@@H](C)O2,-7,10%,.,18%,.,5%,-1%,i,-1%
COc1ccc(Nc2nnc(SCC(=O)NC3CC3)s2)cc1,15,.,0%,-23%,-6%,-2%,3%,i,-1%
COc1ccc(CC(=O)N2N=C(c3ccncc3)CC2(O)C(F)(F)F)cc1 (stereo unspecified),34,.,?,7%,18µM*,-1%,9.2µM*,?,15µM*
Oc1c(CN2CCOCC2)cc(-c2ccccc2)cc1CN1CCOCC1,-13,-8%,-1%,-1%,-7%,-7%,1%,i,-5%
Cc1ccccc1N1Cc2ccccc2C1=O,-5,-10%,.,-14%,.,-1%,-3%,i,15%
